From PubChem
A350 autofl: qHTS Assay for Spectroscopic Profiling in A350 Spectral Region | max dye-equivalent concentration, M | AID 590, 2007 | 59,000 compounds, 11% hits | Compound autofluorescence, 340/450 nm, Alexa 350 dye-equivalents; stronger effect = higher value; in the data active = max dye-equivalent concentration above about 10 nM; inconclusive = mostly about 1.1 nM to 9.6 nM
FLuc inh: qHTS Assay for Inhibitors of Firefly Luciferase; AID 411, 2009; purified firefly luciferase, luminescence, 8 min; 72,000 compounds, 2.2% hits; Luciferin 4-monooxygenase (Photinus pyralis), P08659; Potency, µM (titrated, usually from 57.1 µM), inactives show at the top dose activity change, negative = inhibition, hits mostly inhibitors; note: potency is the fitted concentration of half-maximal effect; % is set by controls: 0 for no effect and ±100 for the full control effect; nearly all actives have a fitted effect of over 40% in size
Target sequence (P08659 whole entry, looked up): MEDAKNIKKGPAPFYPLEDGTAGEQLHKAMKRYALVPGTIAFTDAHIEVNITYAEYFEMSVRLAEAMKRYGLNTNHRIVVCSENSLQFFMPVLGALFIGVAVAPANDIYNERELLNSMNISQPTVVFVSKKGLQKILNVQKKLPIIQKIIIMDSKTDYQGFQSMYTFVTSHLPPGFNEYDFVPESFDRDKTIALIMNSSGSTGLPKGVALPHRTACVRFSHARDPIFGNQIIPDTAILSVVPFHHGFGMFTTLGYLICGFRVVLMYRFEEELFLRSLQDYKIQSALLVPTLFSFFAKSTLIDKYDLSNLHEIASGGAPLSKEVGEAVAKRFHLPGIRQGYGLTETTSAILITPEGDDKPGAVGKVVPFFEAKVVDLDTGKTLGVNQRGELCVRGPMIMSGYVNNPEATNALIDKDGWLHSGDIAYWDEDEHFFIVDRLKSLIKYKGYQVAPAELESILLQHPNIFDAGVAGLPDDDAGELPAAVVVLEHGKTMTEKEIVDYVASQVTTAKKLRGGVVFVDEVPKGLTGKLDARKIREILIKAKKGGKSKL
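Firefly luciferase (PKLight detection mix) with 10 uM ATP in pH 7.2 imidazole buffer (KCl, MgCl2, Tween 20, BSA). Compounds tested across a concentration series (qHTS). Luminescence read after 8 min at ambient temperature.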
Fluorescein autfl: qHTS Assay for Spectroscopic Profiling in Fluorescein Spectral Region; AID 593, 2007; 59,000 compounds, 0.91% hits; Compound autofluorescence, 480/540 nm, fluorescein-equivalent; stronger effect = higher value; max fluorescein-equivalent concentration, M; in the data active = max fluorescein-equivalent concentration above about 10 nM; inconclusive = between about 1.1 nM and that limit
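In this qHTS profile, compound fluorescence was measured with a 480 nm/540 nm filter pair following a 15-min room-temperature incubation in 100 mM Tris (pH 8.0). A six-point fluorescein series on each plate served for normalization.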
Epigenetic mod: qHTS Assay for Epigenetic Modulators | mouse C127i GFP locus derepression, cytometry, 30 h | Potency, µM (highest dose often 46.1 µM), inactives show at the top dose GFP derepression (activation) | 68,000 compounds, 0.09% hits | AID 597, 2007; note: % of control where 0% means no effect
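Murine C127i mammary cells carrying a silenced, stably integrated CMV-driven GFP reporter were treated with compound for 30 hours at 37 C. After PBS washes, GFP-positive cells were counted by laser-scanning microplate cytometry.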
Texas Red fluor: qHTS Assay for Spectroscopic Profiling in Texas Red Spectral Region. Compound fluorescence, Texas Red channel, 547/618 nm; stronger effect = higher value. max dye-equivalent concentration, M. 59,000 compounds, 0.06% hits; in the data active = max dye-equivalent concentration above about 10 nM; inconclusive = between about 1.1 nM and that limit
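Fluorescence at ex 547/em 618 nm, normalized against an on-plate Texas Red standard series to give dye-equivalent concentration per compound concentration. Buffer 100 mM Tris, pH 8.0; 15 min RT incubation before CCD imaging.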
Ub-GFP proteasome: Ubiquitin-GFP Assay. 67,000 tested, under 10 active. Ubiquitin-GFP reporter cells, proteasome inhibition, GFP fluorescence; response scale: untreated = 0%, 10 µM MG-132 = 100%. Potency, µM (titrated, usually from 45.9 µM), for the others: top-dose activation (GFP accumulation), most hits filed as activators; active = well fitted activation curve with a large enough effect, not every such curve was filed as active; inconclusive = small, poorly fitted or top-dose-only effect, or another doubt; inactive = no such curve, though single readings can be large or run the other way; note: potency is the fitted concentration of half-maximal effect
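Reporter cells (U2OS, ubiquitin-G76V-GFP fusion) are plated overnight, then treated 4 hr at 37 °C with compound titrations from 46 uM down to 2.9 nM. Activity is scaled against untreated cells and 10 uM MG-132.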
ERK AVP inh: qHTS Assay for Inhibitors of the ERK Signaling Pathway using a Homogeneous Screening Assay | 72,000 compounds, 0.99% hits | Potency, µM (top dose mostly 57.5 µM), inactives show at the highest dose activity, negative = inhibition, actives largely listed as inhibitors | AID 995, 2007 | HEK293-V1b, vasopressin-stimulated pERK AlphaScreen; note: potency is the fitted concentration of half-maximal effect; % is set by controls: 0 for no effect and ±100 for the full control effect; nearly all actives have a fitted effect of over 55% in size
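HEK293 cells stably expressing V1b receptor, seeded overnight in 1% FBS, were treated with compounds for 30 min at 37C, then stimulated 5 min with 25 nM vasopressin; phospho-ERK read by AlphaScreen SureFire after lysis.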
HBB splice mod: qHTS Assay for Modulators of Hemoglobin Beta Chain Splicing. Potency, µM (series often up to 46.1 µM), for inactives: at the top dose activation, hits mostly activators. 65,000 compounds, 0.06% hits. HBB splicing reporter cell assay, activation; EGFP reporter with mutant IVS2-654 intron; response scale: normalised to 500 nM splice-correcting PNA. AID 925, 2007; note: potency is the fitted concentration of half-maximal effect; 0% is about no effect
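HeLa cells stably expressing EGFP interrupted by mutant beta-globin intron 2 (IVS2-654), 500/well in 2% FCS. Treated with compound for 2 days at 37C. Splicing correction scored as total well GFP intensity (488 nm excitation, 500-520 nm emission); 500 nM antisense PNA served as control.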
CRE Fsk mod: Cell signaling CRE-BLA (Fsk stim); CHO CRE-bla reporter (cAMP response element driving beta-lactamase), forskolin EC10, beta-lactamase ratio; Potency, µM (series often up to 38.2 µM), for the others: at the highest dose activity change, negative = inhibition, hits mostly activators; 71,000 compounds, 2.5% hits; AID 662, 2007; active = well fitted activation curve with a large enough effect in the signal ratio, with a control signal flat, not every such curve was filed as active; inconclusive = small, poorly fitted or top-dose-only effect, or effect the other way, or a change in a side signal; the % refers to the signal ratio; note: potency is the fitted concentration of half-maximal effect; % of control where 0% means no effect
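The 460nm/530nm emission ratio after CCF4 loading defined %Activity, from which AC50 values were obtained. CRE-bla CHO cells received compound dilution series together with an EC10 level of NKH 477 for 3 hours at 37 degrees Celsius.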
4MU fluor: qHTS Assay for Spectroscopic Profiling in 4-MU Spectral Region. compound autofluorescence, 340/450 nm, 4-MU equivalents; stronger effect = higher value. max dye-equivalent concentration, M. 59,000 compounds, 11% hits. AID 589, 2007; in the data active = max dye-equivalent concentration above about 10 nM; inconclusive = mostly about 1.1 nM to 9.6 nM
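Intrinsic fluorescence at 340/450 nm (ex/em) was read after 15 min at room temperature in pH 8.0, 100 mM Tris. Each compound concentration expressed as 4-MU-equivalent concentration from a six-point 4-MU standard series on each plate.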
Hsp90 Hop PPI: qHTS Assay for Disrupters of an Hsp90 Co-Chaperone Interaction | Potency, µM (series often up to 57 µM), for the others: at the top dose activity change, negative = inhibition | AID 595, 2007 | 71,000 compounds, 0.44% hits | Hsp90 C-terminal peptide / TPR2A (Hop) interaction, human | AlphaScreen TPR2A-His6 binding biotin-Hsp90 C-terminal peptide; active = well fitted curve in either direction with a large enough effect; inconclusive = small, poorly fitted or top-dose-only effect, or another doubt; note: potency is the fitted concentration of half-maximal effect; % is set by controls: 0 for no effect and ±100 for the full control effect; many of its hits are not listed in these tables
Numbers without * were called inactive; i = inactive; ? = inconclusive; . = not tested or not shown; [ ] = dose if it differs, or a comment. Unless noted, calls come from the whole dose curve; as a rule, active = well fitted curve in the direction sought with a large enough effect; inconclusive = small, poorly fitted or top-dose-only effect, or another doubt; inactive = no such curve, though single readings can be large; an effect the other way counts as inactive or inconclusive. This is a subset (hit frequency here may not be typical).

compound	Epigenetic mod	Texas Red fluor	HBB splice mod	Ub-GFP proteasome	ERK AVP inh	4MU fluor	Fluorescein autfl	CRE Fsk mod	A350 autofl	FLuc inh	Hsp90 Hop PPI
COC(=O)Nc1ccc(S(=O)(=O)N2CCCC(C(=O)Nc3cccc4c3OCCO4)C2)cc1 (stereo unspecified)	-2%	i	-1.2%	10%	?	i	i	-6%	i	0%	-7%
CCC(C)[C@H](NC(=O)NCc1ccccc1Cl)C(=O)OC (stereo partly specified)	0%	i	2.7%	10%	-2%	i	i	?	i	2%	2%
Nc1ccc(-c2ccc(Nc3cc(S(=O)(=O)O)c(N)c4c3C(=O)c3ccccc3C4=O)cc2)c(S(=O)(=O)O)c1	2%[9.22 µM]	i	0.9%[9.22 µM]	-1%[9.17 µM]	-11%[11.5 µM]	i	i	1%[7.6 µM]	i	2%[11.4 µM]	-10%[11 µM]
O=C(CCCOc1ccccc1)NCC1CCCO1 (stereo unspecified)	-2%	.	1.4%[9.22 µM]	12%	9%	.	.	-2%	.	0%	-1%
CC1(C)CC(=O)C2=C(C1)OC(N)=C(C#N)C21CCC2(CC1)OCCO2	0%	i	0.1%	-2%	?	i	i	-6%	i	-1%	-2%
O=C(CSc1nnnn1-c1ccccc1)c1cc2ccccc2oc1=O	0%	i	-1.4%	-3%	-6%	i	i	-19%	i	0%	-3%
C(=Nc1ccc2c(c1)Cc1ccccc1-2)c1ccccn1	-2%[9.22 µM]	i	3.0%[9.22 µM]	1%[9.17 µM]	-14%[11.5 µM]	i	?	3%[7.6 µM]	i	-2%[11.4 µM]	-7%[11 µM]
CCOC(=O)N1CCN(c2c(NCCCN(CC)c3cccc(C)c3)c(=O)c2=O)CC1	1%	i	-0.5%	-5%	9%	i	i	-8%	i	-4%	-2%
N=c1c2c3c(sc2nc2n1CCC2)CCCC3	2%	i	2.1%[0.369 µM]	-6%	-9%	1.9e-08M*	i	16%	2.1e-08M*	2%	-5%
Cn1c(=O)cc(SCC(=O)Nc2ccc3c(c2)OCO3)c2ccccc21	-2%	i	-1.8%	-8%	-10%	i	i	?	?	1%	0%
Cc1nc(=O)c(-c2ccccc2)c(C)n1CCCO	0%	i	-1.2%	3%	-3%	i	i	15%	i	1%	3%
COc1cccc(C(c2nnnn2Cc2ccccc2)N2CCN(C3CCCC3)CC2)c1OC (stereo unspecified)	-1%	i	3.4%	-5%	1%	i	?	?	?	1%	-2%
CCn1c(SC(C)C(=O)O)nc2sc3c(c2c1=O)CCC3 (stereo unspecified)	0%[20.6 µM]	i	.	.	.	i	i	.	i	1%[25.5 µM]	.
O=C(C1CCN(S(=O)(=O)N2CCC3(CC2)OCCO3)CC1)N1CCC(Cc2ccccc2)CC1	-1%	i	2.5%	-12%	11%	i	i	-19%	i	2%	1%
COc1cccc(Cn2c(NCc3ccccn3)nc3c2c(=O)n(C)c(=O)n3C)c1	0%[20.6 µM]	i	.	.	.	i	i	.	i	0%[25.5 µM]	.
Oc1cccnc1CN1CCCCC1	-1%[9.22 µM]	i	2.9%[9.22 µM]	4%[9.17 µM]	5%[11.5 µM]	i	i	0%[7.6 µM]	i	5%[11.4 µM]	0%[11 µM]
Clc1ccccc1C1=Nn2c(nnc2-c2ccncc2)SC1	3%	i	3.8%[0.369 µM]	5%	?	i	i	?	i	0%	-1%
C/C(O)=C(\C#N)c1nnc2n1CCCCC2	0%	?	-2.9%	4%	7%	i	?	-1%	i	3%	-5%
Cc1c(C(N)=O)sc(N)c1C(=O)OC(C)C	5%	.	-1.2%	-5%	-13%	.	.	24%	.	0%	-5%
COCC(C)n1c(SCC(=O)N2CCCCC2)nc2ccccc2c1=O (stereo unspecified)	4%	i	-4.5%	-1%	-10%	i	i	25%	?	-36%	2%
CCOC(=O)c1cccc(NC(=O)Cn2cc3c(n2)CCC(C)C3)c1 (stereo unspecified)	-3%	.	-0.6%	18%	?	.	.	-12%	.	1%	2%
Cc1cccc2c(=O)cc(C)n(CC(=O)N3CCOCC3)c12	0%	i	2.6%[57.5 µM]	3%	-15%	5.3e-06M*	i	11%	7.1e-06M*	0%	-2%
O=c1c(-c2ccc(F)cc2)nc2cnc(N3CCNCC3)nc2n1Cc1cccs1	0%[9.22 µM]	i	0.6%	14%	-6%	1.5e-08M*	i	?	1.6e-08M*	-4%[11.4 µM]	8%
C1CCN(CC[C@@H]2CCCCN2)CC1	-2%[9.22 µM]	i	1.6%[9.22 µM]	1%[9.17 µM]	-8%[11.5 µM]	i	?	5%[7.6 µM]	i	0%[11.4 µM]	-1%[11 µM]
CCCn1c(SCC(=O)c2cc(OC)ccc2OC)nnc1C(C)C	2%	i	.	-3%	-19%	i	i	12%	i	0%	-3%
O=C(O)CCCC(=O)Nc1ccc(Br)cc1C(=O)O	6%	i	7.4%	1%	0%	i	?	-2%	i	2%	-5%
CCN(CC)/C(=N/O)NC(=O)NS(=O)(=O)c1ccc(C)cc1	2%	i	2.5%	1%	-17%	i	i	-5%	i	2%	-2%
CCc1c(O)nc(SCC(=O)N2CCOCC2)n(-c2ccccc2)c1=O	0%	i	-2.1%	6%	-22%	?	i	-9%	?	2%	2%
O=C1CSC(c2cccc(F)c2)N1c1ccccc1F (stereo unspecified)	-1%	i	-1.7%	-7%	20%	?	i	?	?	-2%	-2%
COc1cccc(OC)c1C(=O)Nc1nc2ccc(S(C)(=O)=O)cc2s1	0%[20.6 µM]	i	.	.	.	i	?	.	i	3%[25.5 µM]	.
COC(=O)c1[nH]c2cc(OC)ccc2c1N	6%	i	1.7%[0.369 µM]	.	-28%	1.1e-07M*	i	?	1.5e-07M*	-9%	-7%
CCOc1ccccc1NC(=O)CSc1nccn1-c1ccccc1	-2%	i	-1.3%	0%	-9%	i	i	10%	i	1%	?

Single records, as listed above.
CCc1c(O)nc(SCC(=O)N2CCOCC2)n(-c2ccccc2)c1=O in the list: Epigenetic mod: 0%; Texas Red fluor: i; HBB splice mod: -2.1%; Ub-GFP proteasome: 6%; ERK AVP inh: -22%; 4MU fluor: ?; Fluorescein autfl: i; CRE Fsk mod: -9%; A350 autofl: ?; FLuc inh: 2%; Hsp90 Hop PPI: 2%
CCN(CC)/C(=N/O)NC(=O)NS(=O)(=O)c1ccc(C)cc1 in the list: Epigenetic mod: 2%; Texas Red fluor: i; HBB splice mod: 2.5%; Ub-GFP proteasome: 1%; ERK AVP inh: -17%; 4MU fluor: i; Fluorescein autfl: i; CRE Fsk mod: -5%; A350 autofl: i; FLuc inh: 2%; Hsp90 Hop PPI: -2%

Next results:
compound	Epigenetic mod	Texas Red fluor	HBB splice mod	Ub-GFP proteasome	ERK AVP inh	4MU fluor	Fluorescein autfl	CRE Fsk mod	A350 autofl	FLuc inh	Hsp90 Hop PPI
O=c1c(-c2cccc(Cl)c2)nc2cncnc2n1Cc1ccc(F)cc1	0%[9.22 µM]	i	0.6%	-6%	?	i	i	?	i	1%[11.4 µM]	-21%
Nn1c(Cc2cccc3ccccc23)nnc1SC1CCOC1=O (stereo unspecified)	-4%	?	-1.2%	-6%	23%	i	i	-7%	i	0%	-5%
COC(=O)c1[nH]c2ccc(C)cc2c1NC(=O)CN1CCN(C(=O)c2ccccc2)CC1	2%	i	0.7%[1.84 µM]	3%	?	1.6e-08M*	i	12%	?	0%	0%
CCn1c(NC2CCCCC2)nc2ccccc21	9%	i	-0.1%	6%	-14%	i	i	-3%	i	1%	-1%
CC(C)c1nc2oc3c(N4CCN(C)CC4)ncnc3c2c2c1CCC2	0%	i	7.0%[1.84 µM]	-6%	6%	i	i	?	i	0%	-2%
COc1cccc(-n2nnc3c(=O)n(Cc4cccc(F)c4)cnc32)c1	-2%	i	1.4%[1.84 µM]	-3%	-17%	i	i	?	i	-1%	3%
O=C(CN1CCOCC1)Nc1cccc(Br)c1	3%	i	-1.2%	1%	-21%	i	?	?	i	4%	-5%
O=C(CSC1=NCCN1)C1COc2ccccc2O1 (stereo unspecified)	-2%	.	3.6%[0.0738 µM]	7%[9.17 µM]	-10%	.	.	3%[7.6 µM]	.	0%	-8%[11 µM]
O=c1c2[nH]c3cccc(Cl)c3c2ncn1CCN1CCCCC1	-3%	i	-0.2%[0.369 µM]	.	-7%	i	i	-2%	i	-2%	-4%
c1ccc(Cc2nnc3sc(C4COc5ccccc5O4)nn23)cc1 (stereo unspecified)	2%	?	-0.9%	-6%	-20%	i	?	3%	i	0%	-3%
